High-throughput results (PubChem)
TSHR antag – Antagonists of the Thyroid Stimulating Hormone Receptor: HTS campaign. 330,000 tested, 0.2% active. TSHR-expressing cells, TSH-stimulated cAMP HTRF, 2 h; active compounds read low. activity change, negative = inhibition, % at 11.5 µM. Thyrotropin receptor (Homo sapiens), P16473. AID 504810, 2011;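 active = activity change below a set negative limit, meaning inhibition stronger than a set level, cut at about -70% in these data; inconclusive = activity change between two set negative limits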; note: % is set by controls: 0 for no effect and ±100 for the full control effect
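Inhibition of cAMP made by TSHR-expressing cells under TSH stimulation (4nM final, EC80; 2 h, 37 deg C) is quantified with a one-step lysis HTRF kit, anti-cAMP cryptate versus cAMP-d2.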
USP2a block – qHTS Assay for Inhibitors of Ubiquitin-specific Protease USP2a Using CHOP2 as the Reporter; Potency, µM (doses to about 38.3 µM), inactives show at the top dose activity change, negative = inhibition, hits mostly inhibitors; USP2 core, Ub-CHOP2 coupled fluorogenic reporter, 485/531; AID 463254, 2010; Ubiquitin carboxyl-terminal hydrolase 2 (Homo sapiens), O75604; 330,000 tested, 0.01% active;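 note: potency is the fitted concentration of half-maximal effect; plate controls were DMSO wells for no effect and full inhibition by NEM control for full effect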
Target sequence (O75604 whole entry, looked up): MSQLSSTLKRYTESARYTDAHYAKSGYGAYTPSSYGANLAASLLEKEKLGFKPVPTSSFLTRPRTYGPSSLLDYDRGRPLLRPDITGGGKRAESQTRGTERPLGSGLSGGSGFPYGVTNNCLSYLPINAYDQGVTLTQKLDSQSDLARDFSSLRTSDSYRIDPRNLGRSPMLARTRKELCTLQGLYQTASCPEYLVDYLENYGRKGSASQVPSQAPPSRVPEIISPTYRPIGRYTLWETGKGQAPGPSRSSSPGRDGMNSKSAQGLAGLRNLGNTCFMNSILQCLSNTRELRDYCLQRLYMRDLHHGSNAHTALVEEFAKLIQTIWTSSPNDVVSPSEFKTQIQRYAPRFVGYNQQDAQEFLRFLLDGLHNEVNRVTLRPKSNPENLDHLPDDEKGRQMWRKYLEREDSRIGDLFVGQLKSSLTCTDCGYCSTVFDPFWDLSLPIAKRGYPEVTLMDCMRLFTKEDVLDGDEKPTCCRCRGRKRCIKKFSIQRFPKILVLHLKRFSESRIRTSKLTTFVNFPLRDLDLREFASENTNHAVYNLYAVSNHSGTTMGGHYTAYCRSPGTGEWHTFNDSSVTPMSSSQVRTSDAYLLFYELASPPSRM
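Deubiquitinase activity read as fluorescence (485/531 nm) after Ub-CHOP2 cleavage activates the enterokinase reporter on its substrate; USP2 core 10nM, Ub-CHOP2 and substrate 25nM each, 30min compound preincubation then 60min RT; data normalized to NEM, curves fitted.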
KCNH2 WT inh – qHTS for Inhibitors of KCHN2 3.1: Wildtype qHTS; U2OS, BacMam KCNH2, thallium flux FluxOr; active compounds read low; activity change, % at 1.84 µM; Voltage-gated inwardly rectifying potassium channel KCNH2 (Homo sapiens), Q12809; 340,000 tested, 0.37% active;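 active = maximum activity change below -70%; inconclusive = maximum activity change between -70% and -50%; inactive = maximum activity change above -50%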; note: % is set by controls: 0 for no effect and ±100 for the full control effect
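U2OS cells transduced with wild-type KCNH2 virus are loaded with FluxOr dye for 45 min, and thallium flux is measured in kinetic reads before and after stimulation buffer. Rate constants are normalized to DMSO controls.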
KCNH2 3.1 block – qHTS for Inhibitors of KCHN2 3.1: Mutant qHTS | U2OS KCNH2 3.1, thallium flux FluxOr; active compounds read low | activity change, % (tested at about 1.8 µM) | 340,000 tested, 0.95% active | AID 720553, 2013;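 active = maximum activity change below -70%; inconclusive = maximum activity change from -70% to -50%; inactive = maximum activity change above -50%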;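 note: thallium influx rate constant from kinetic fluorescence after stimulation buffer; % is set by controls: 0 for no effect and ±100 for the full control effect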
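FluxOr-based Tl+ influx in U2OS cells transduced with KCNH2 3.1 virus; rate constants normalized to DMSO controls.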
TRPV1 ag – HTS Assay for Compounds that Act as Agonists of the Vanilloid Receptor 1; TRPV1-expressing cells, Fluo-8 calcium influx, agonist mode; AID 540275, 2011; 320,000 tested, 0.19% active; activation, % at 8.33 µM; in the data active = activation above about 80%; inconclusive = between about 30% and that limit; note: 0% is about no effect
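Cells expressing TRPV1 were dye-loaded with Fluo-8 and read kinetically: 10 s baseline, 3 min after compound (agonist portion), then 2 min after EC20 capsaicin (allosteric enhancer portion). Calcium-bound dye fluorescence at 480/520 nm.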
AT treatment – qHTS Assay for Identifying a Potential Treatment of Ataxia-Telangiectasia. […] A-T fibroblasts, KAP-1 phosphorylation AlphaLISA; neocarzinostatin DNA damage 30 min before lysis. Potency, µM (top dose mostly 57.5 µM), inactives show at the highest dose activation, actives largely listed as activators. 320,000 tested, 0.19% active. AID 485349, 2010; note: potency is the fitted concentration of half-maximal effect; % of control where 0% means no effect; nearly all actives have a fitted effect of over 45% in size
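hTERT-immortalized A-T patient fibroblasts ([…]), 500 cells/well in OPTI-MEM, 1% FBS, got compounds for 60 min, then NCS for 30 min at 37C. Lysates were then assayed for phospho-KAP-1 by AlphaLISA (anti-pKAP1 donor, anti-KAP1 acceptor beads), 6 hr at 25C.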
Eya2 phos inh – qHTS Assay for Inhibitors of the Phosphatase Activity of Eya2. AID 488837, 2010. recombinant Eya2, OMFP fluorescence dephosphorylation (OMFP is methylfluorescein phosphate). 330,000 tested, 0.006% active. Potency, µM (series often up to 76.9 µM), for the others: at the highest dose activity, negative = inhibition, most hits filed as inhibitors. Protein phosphatase EYA2 (Homo sapiens), O00167; note: potency is the fitted concentration of half-maximal effect; % is set by controls: 0 for no effect and ±100 for the full control effect
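Eya2 protein (added as 0.2 uM solution) was preincubated with compound for 10 min at ambient temperature in 50 mM HEPES pH 7.5, 50 mM NaCl, 5 uM MgCl2, 0.05% BSA, 1 mM DTT. OMFP (added at 50 uM) then reacted 10 min; fluorescence read at 485/525 nm.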
TCR activator – Activators of T cell receptors: qHTS campaign; primary human leukocytes, anti-CD3, IL-2 HTRF, 48 h; Potency, µM (doses to about 9.22 µM), for inactives: at the top dose activation of IL-2 secretion, usual class: activators; 330,000 tested, under 10 active; note: % of control where 0% means no effect
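IL-2 release read by HTRF sandwich (Eu cryptate donor, d2 acceptor, 665 nm emission) after 48 hr exposure of primary human leukocytes to compound together with anti-CD3 beads in the absence of co-stimulatory signals.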
Mito fusion yeast – qHTS Assay for Small Molecule Inhibitors of Mitochondrial Division or Activators of Mitochondrial Fusion; Potency, µM (highest dose often 46.1 µM), without a hit: at the top dose growth rescue (activation), most hits filed as activators; 320,000 tested, 0.23% active; S. cerevisiae fusion-defective mutant growth rescue, CellTiterGlo 48 h; AID 485298, 2010;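 note: potency is the fitted concentration of half-maximal effect; % of control where 0% means no effect; nearly all actives have a fitted effect of over 45% in size; temperature-sensitive fusion mutants such as fzo1-1 at 37 °C on non-fermentable ethanol glycerol medium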
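Read-out: ATP-based luminescence (CellTiterGlo, 10 min ambient) reporting growth of fusion-defective ts yeast after 48 hours at 37C on glycerol/ethanol YPEG medium in the presence of compound.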
ELG1 DNA repair – qHTS screen for small molecules that inhibit ELG1-dependent DNA repair in human embryonic kidney (HEK293T) cells expressing luciferase-tagged ELG1; HEK293T ELG1-luciferase reporter, luminescence, 16 h; DNA damage induced by 5-fluorouridine; Potency, µM (doses to about 46.1 µM), without a hit: top-dose activity change, negative = inhibition, most hits filed as inhibitors; 330,000 tested, 2.3% active; AID 504467, 2011; note: potency is the fitted concentration of half-maximal effect; % is set by controls: 0 for no effect and ±100 for the full control effect; nearly all actives have a fitted effect of over 55% in size
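5-Fluorouridine DNA damage + compound/DMSO, 2,000 cells/well, 16 h, 37 °C/5% CO2. ONE-Glo, 30 min RT, luminescence. Readout = decrease in reporter signal.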
* marks the source's active call; other numbers are inactive results; ? = inconclusive; · = no result given; [ ] = dose if it differs, or a comment. Unless noted, calls come from the whole dose curve; as a rule, active = well fitted curve in the direction sought with a large enough effect; inconclusive = small, poorly fitted or top-dose-only effect, or another doubt; inactive = no such curve, though single readings can be large; an effect the other way counts as inactive or inconclusive.

Sample of the layout:
compound | TSHR antag | USP2a block | KCNH2 WT inh | KCNH2 3.1 block | TRPV1 ag | AT treatment | Eya2 phos inh | TCR activator | Mito fusion yeast | ELG1 DNA repair
COc1cc(C(=O)NCCN2CCOCC2)cc(OC)c1OC | 13.8 | 0.0% | -2.9 | 8.8 | -9.3 | · | 4.7% | -2.9% | -1.5% | ?
O=C(c1ccc(CNS(=O)(=O)c2ccc(Br)cc2)cc1)N1CCCCCC1 | 10.7 | -0.8% | -1.0 | -1.2 | 0.4 | 10.8% | 4.7% | -4.5% | 0.8% | ?

The listing (from the top)
compound | TSHR antag | USP2a block | KCNH2 WT inh | KCNH2 3.1 block | TRPV1 ag | AT treatment | Eya2 phos inh | TCR activator | Mito fusion yeast | ELG1 DNA repair
COc1cc(C(=O)NCCN2CCOCC2)cc(OC)c1OC | 13.8 | 0.0% | -2.9 | 8.8 | -9.3 | · | 4.7% | -2.9% | -1.5% | ?
O=C(c1ccc(CNS(=O)(=O)c2ccc(Br)cc2)cc1)N1CCCCCC1 | 10.7 | -0.8% | -1.0 | -1.2 | 0.4 | 10.8% | 4.7% | -4.5% | 0.8% | ?
O=C(COC(=O)CNC(=O)c1ccccc1)Nc1nc(-c2ccccc2)cs1 | -3.6 | 4.5% | 6.1 | -6.6 | 0.0 | 0.1% | -0.8% | 0.5%[46.1 µM] | 0.1% | ?
Cc1ccc(CCC(=O)Nc2cc(Cl)ccc2Cl)o1 | -7.3 | 2.3% | 14.4 | -5.3 | 4.9 | 1.9% | -8.1% | 6.3% | 2.8% | -9.1%
CCN(C(=O)COC(=O)c1cc(-c2ccccc2)nc2c1c(C)nn2-c1ccccc1)C1CCS(=O)(=O)C1 (stereo not drawn) | 44.5 | 2.6% | -13.3 | -8.2 | -2.9 | 6.9% | 1.0% | -10.4%[46.1 µM] | 0.3% | ?
COc1ccc(NC(=O)COC(=O)c2ccc(S(=O)(=O)N3CCCC3)cc2)cc1OC | -10.2 | 0.0% | 3.9 | -10.7 | -1.0 | 10.6% | 14.4% | 0.4% | -3.4% | 11.4%
Cc1ccnc(NC(=O)c2cnc(Cl)c(Cl)c2)c1 | -1.7 | 0.8% | -1.1 | 28.0 | 17.7 | -8.0% | 10.6% | 1.9% | -2.1% | 11.2%
CN(C)NC(=O)C(NC(=O)c1ccc(N)cc1)C12CC3CC(CC(C3)C1)C2 (stereo not drawn) | 7.7 | 1.6% | · | -6.4 | -2.2 | 5.1% | -3.9% | -3.7% | -3.1% | -5.8%
CCOC(=O)Nc1sc2c(c1C#N)CCC(C)C2 (stereo not drawn) | 10.5 | 2.9% | -3.8 | 33.0 | 14.8 | 16.7% | 4.4% | -1.0% | ? | ?
CSc1nc(N2CCOCC2)cc(N2CCOCC2)n1 | 4.4 | 2.2% | -1.2 | 7.0 | 5.4 | -1.3% | -6.4% | 2.6% | 7.9% | 3.9%
C/C(=N\OC(=O)c1ccccc1)c1c(C)nc2cc(C)ccn12 | 3.1 | -0.1% | -7.0 | 6.1 | -0.3 | 4.4% | 1.7% | -0.3% | 13.4% | -4.4%
COc1ccc(C(=O)C2CCCN(Cc3sc(N4CCCC4)nc3Cl)C2)c(OC)c1 (stereo not drawn) | -9.5 | -1.3% | 9.6 | -16.1 | 21.2 | 3.4% | -8.6% | 8.2% | 21.8% | ?
Cn1cccc1Cc1nnc(SCC(=O)Nc2nccs2)n1C | 10.0 | 4.0% | -4.7 | 6.3 | -0.8 | -7.0% | 3.0% | -3.2% | -11.0% | 4.4%
O=C1COc2ccc(C(=O)c3ccccc3C(=O)NCc3ccco3)cc2N1 | -2.0 | -9.4% | -1.7 | -4.2 | -1.0 | 4.8% | 0.2% | -3.1% | 0.5% | 20.8%
CCC(C)NS(=O)(=O)c1ccc(NC(=O)CCC2CCCCC2)cc1 (stereo not drawn) | -3.5 | -1.5% | -11.4 | -1.7 | 9.2 | -7.0% | -5.6% | -0.3% | 0.3% | -5.2%
O=C(/C=C/c1ccc(OC(F)F)cc1)OCC(=O)N1CCC(c2ccccc2)=N1 | 2.5 | 2.3% | 14.9 | -29.6 | 17.0 | -9.4% | 5.9% | · | -4.3% | 2.3%
O=C(Nc1nnc(C2CC2)s1)c1cccc(S(=O)(=O)N2CCc3ccccc32)c1 | 6.9 | 2.5% | 6.3 | -10.4 | 1.0 | 1.5% | 9.8% | -9.2% | -5.3% | ?
COC(=O)c1ccc(OCC(O)CN2CCN(C(=O)c3ccco3)CC2)c(OC)c1 (stereo not drawn) | 15.3 | -0.3% | 2.4 | -85.5* | -1.2 | 5.7% | 0.1% | -8.4% | 0.8% | 1.4%
O=CN1Cc2ccccc2-c2ccccc2C1 | -2.6 | 0.2% | -4.4 | 3.0 | 1.9 | -6.7% | 6.2% | · | 1.3% | 10.1%
CC(=O)N=c1sc(C(C)(C)C)c(C)n1C | 0.2 | -8.8% | 6.7 | -1.9 | 4.2 | 5.0% | -10.6% | 2.3% | 3.4% | 8.6%
Cc1ccc(S(=O)(=O)NC(N)=NCCc2ccc(Cl)cc2)cc1C | -9.0 | 2.1% | 6.2 | -0.1 | -10.5 | 20.9% | -11.1% | 0.9%[46.1 µM] | -0.2% | -3.3%
CCc1cccc(CC)c1NC(=O)C(NS(=O)(=O)c1cccs1)c1ccccc1 (stereo not drawn) | 9.0 | 0.3% | -7.8 | -2.9 | 3.1 | -2.2% | -12.2% | 1.0% | 0.4% | -0.5%
Fc1ccccc1COc1ccc(/C=N/n2cnnc2)cc1 | 9.3 | -6.0% | -1.0 | 7.9 | 15.3 | 12.4% | 15.5% | -7.3% | 3.0% | 2.6%
COc1cc(-n2c(=O)c3ccccc3n(CC(=O)c3ccc(Br)cc3)c2=O)cc(OC)c1OC | -11.7 | -0.6% | 5.6 | 2.7 | 3.9 | -1.3% | 2.1% | 2.6% | 2.6% | -5.0%
OCCNc1nc2ccccc2n1CC(O)c1ccccc1 (stereo not drawn) | -0.8 | 1.6% | 1.8 | 5.8 | 1.8 | -0.2% | 1.2% | 1.7% | -1.6% | -0.3%
CC1CCCN(CC(=O)NNC(=O)COc2ccc(Br)cc2)C1 (stereo not drawn) | · | 3.5% | -12.6 | 4.9 | · | 1.4% | 7.8% | 0.1% | · | 9.0%
O=C(Cn1cncn1)N/N=C/c1ccncc1 | 7.4 | 2.1% | 0.9 | 5.5 | -5.6 | 15.8% | ? | -3.8% | -5.3% | 10.4%
CC(C)(C)C(=O)COC(=O)c1cc(S(=O)(=O)N2CCCCC2)ccc1N1CCOCC1 | -0.3 | 0.9% | -15.5 | 2.0 | ? | 9.2% | -0.9% | 4.3% | -3.2% | -0.1%
Cc1nc(SCCc2nc3ccccc3[nH]2)c2oc3ccccc3c2n1 | 14.7 | 4.8% | · | · | · | 1.6% | 4.8% | 0.8% | · | 15.0%
O=S(=O)(Oc1ccc(C(=S)N2CCOCC2)cc1)c1ccc(Cl)cc1 | -13.6 | 0.9% | -1.2 | 4.2 | 20.5 | 13.1% | -3.7% | · | -0.5% | -25.4%

Next records follow.
compound | TSHR antag | USP2a block | KCNH2 WT inh | KCNH2 3.1 block | TRPV1 ag | AT treatment | Eya2 phos inh | TCR activator | Mito fusion yeast | ELG1 DNA repair
Nc1nc(-c2ccc(Cl)cc2)cn1N | 0.8 | -3.4% | 14.4 | -2.6 | -0.5 | -4.4% | -0.3% | 3.4% | 0.1% | 1.1%
CC1CC(C)(C)CC2(C1)NC(=O)N(CC(=O)Nc1ccc3[nH]c(=O)[nH]c3c1)C2=O (stereo not drawn) | 1.8 | -1.3% | -15.1 | -9.0 | 0.3 | -8.1% | -23.0% | · | -2.9% | 11.6%
Cc1ccn2c(Nc3ccccc3)c(-c3ccccn3)nc2c1 | -8.8 | -4.2% | -8.4 | -1.3 | ? | -1.3% | -17.7% | -0.2% | -3.5% | ?
O=C(O)COc1ccccc1C(Nc1ccccn1)c1cc(Cl)c2cccnc2c1O (stereo not drawn) | -2.6 | -1.6% | 0.2 | -0.1 | 1.1 | -3.9% | 10.5% | 0.6%[46.1 µM] | -1.6% | -1.2%
COc1ccccc1C(=O)NCC(=O)NCCC(c1ccccc1)c1ccccc1 | -7.4 | -0.3% | 2.2 | -7.7 | 1.9 | 11.7% | -14.6% | 1.4% | -4.1% | -0.2%

Not all compounds are listed; the hit share may differ from the screen's.
